STAT3 act: increases IL-6 driven STAT3 reporter signal; U3A cells, IL-6 STAT3-luciferase reporter, luminescence; 100% = signal with IL-6 EC80 alone; activation (% of control), % at 5.6 µM; 190,000 compounds, 0.91% hits; AID 871;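 active = activation above the screen-wide mean of compound activation plus 3 SD, cut at about 130% in these data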;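 note: 0% = background luminescence of wells with medium and substrate only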
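Material: STAT1-lacking human U3A cells, STAT3 luciferase reporter | Benchmarks: IL-6-only wells as 100% reference | Probe or stimulus: IL-6 (33 ng/mL) | Timing: Compound 1 h, then IL-6 6 h at 37 °C | Detection: Luminescence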
FLuc act counter: affects firefly luciferase, flagging false hits in luciferase stimulation screens; activation factor at 10 µM; ATPlite luciferase biochemical, luminescence, 10 min; 0 = ATP-free wells, 1 = DMSO control; AID 1027; P08659; 200,000 tested, under 10 active;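 active = luciferase activation factor, scaled between plate controls, of at least 2 with compound at 10 µM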
Target sequence (P08659 whole entry, looked up): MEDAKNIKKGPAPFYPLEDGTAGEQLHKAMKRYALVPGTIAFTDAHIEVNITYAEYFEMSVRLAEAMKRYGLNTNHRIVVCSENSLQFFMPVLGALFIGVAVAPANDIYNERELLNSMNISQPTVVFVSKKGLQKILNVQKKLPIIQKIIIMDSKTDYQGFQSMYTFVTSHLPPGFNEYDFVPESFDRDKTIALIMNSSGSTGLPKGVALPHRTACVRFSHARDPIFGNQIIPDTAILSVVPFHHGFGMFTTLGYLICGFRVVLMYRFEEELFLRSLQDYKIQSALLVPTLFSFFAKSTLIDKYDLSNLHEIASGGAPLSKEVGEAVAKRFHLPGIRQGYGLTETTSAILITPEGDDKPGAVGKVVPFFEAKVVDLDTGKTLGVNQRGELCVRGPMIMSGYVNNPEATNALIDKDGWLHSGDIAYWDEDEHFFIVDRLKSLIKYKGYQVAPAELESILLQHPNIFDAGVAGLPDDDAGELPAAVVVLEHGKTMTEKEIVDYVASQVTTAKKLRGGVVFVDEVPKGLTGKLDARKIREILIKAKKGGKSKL
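System: luciferase plus luciferin reagent, cell-free; medium: PBS as buffer for the ATP substrate; dosing: test compounds dosed from 2 mM stocks in 100% DMSO; timing: 10 min post-reagent at room temperature; measured by: luminescence measurement of luciferase light output; evaluation: luciferase activation, seen as luminescence increase over controls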
FLuc inhib CS: inhibits firefly luciferase, flagging false hits in luciferase inhibition screens; ATPLite firefly luciferase biochemical luminescence, 10 min; inhibition, % at 10 µM; 200,000 compounds, 1.5% hits; AID 1006;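 active = inhibition above about 50% when tested at 10 µM, limit read from the data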
NF-kB expr up: compounds increasing NF-kB expression in human neuronal cells; NF-kB reporter expression; stronger effect = higher value; fold change at 12.5 µM; 190,000 compounds, 1.6% hits; AID 1239; in the data active = fold change above about 3.3
STAT3 inh: STAT3 signaling inhibition. 190,000 compounds, 0.89% hits. inhibition, % at 5.5 µM. U3A cells, IL-6 STAT3-luciferase reporter, luminescence; host cell line lacks STAT1;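 active = inhibition above the mean inhibition across all screened compounds plus 3 SD, cut at about 44% in these data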;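 note: 0% = DMSO only wells and 100% = 100 µM nifuroxazide control wells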
STAT1 act: activators of IFN-gamma induced STAT1 signaling | NIH 3T3 STAT1-luciferase reporter, luminescence; 100% = IFN-gamma alone, no compound | activation (% of control), % at 5.5 µM | 200,000 compounds, 2.6% hits;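 active = activation above the screen-wide mean activation plus 3 SD, cut at about 130% in these data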;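 note: raw ratio to IFN-gamma control signal so 100% means no change and 0% no light; values of inactives mirror those of a sister screen read the other way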
APP 5'UTR act: APP 5'UTR luciferase reporter activation. SH-SY5Y APP 5'UTR luciferase reporter, luminescence; zero percent = DMSO vehicle wells. 190,000 compounds, 1% hits. AID 1276. activation, % at 2 µM;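 active = activation above a set limit, based on mean plus 3 SD of controls, cut at about 140% in these data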; note: values of inactives mirror those of a sister screen read the other way
STAT1 blocker: reduces IFN-gamma driven STAT1 reporter signal; NIH 3T3 STAT1-luciferase reporter, luminescence; inhibition, % at 5.5 µM; 200,000 compounds, 0.35% hits;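 active = inhibition above a set limit, the mean inhibition across all tested compounds plus 3 SD, cut at about 34% in these data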;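 note: 0% = IFN-gamma with DMSO and 100% = IFN-gamma with 300 µM nifuroxazide; values of inactives mirror those of a sister screen read the other way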
ROMK primary: modulators of human ROMK potassium channel. P48048. Tet-inducible ROMK, thallium flux fluorescence; actives lie on both sides. B-score at 10 µM. 130,000 compounds, 2% hits. AID 1918;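 active = signal ratio slope over the read window, or its plate-corrected B-score, at least 3 SD from the plate mean, either direction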;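 note: B-score of the F/F0 ratio slope over 7 to 12 s after thallium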
Target sequence (P48048 whole entry, looked up): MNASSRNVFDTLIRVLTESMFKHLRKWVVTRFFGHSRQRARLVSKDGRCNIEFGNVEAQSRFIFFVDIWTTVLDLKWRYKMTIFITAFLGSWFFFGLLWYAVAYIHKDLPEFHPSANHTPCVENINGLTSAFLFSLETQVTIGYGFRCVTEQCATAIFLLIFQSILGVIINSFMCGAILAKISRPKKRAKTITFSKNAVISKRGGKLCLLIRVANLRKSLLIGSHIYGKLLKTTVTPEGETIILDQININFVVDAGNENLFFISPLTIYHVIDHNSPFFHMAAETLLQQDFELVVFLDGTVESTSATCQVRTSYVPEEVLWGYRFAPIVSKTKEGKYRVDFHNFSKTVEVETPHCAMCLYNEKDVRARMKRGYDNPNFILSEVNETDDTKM
APP transl inh: APP translation inhibition; SH-SY5Y APP 5'UTR-luciferase reporter, luminescence; inhibition, % at 2 µM; 190,000 compounds, 0.82% hits; AID 1285;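 active = inhibition above a set limit, derived from the sample mean plus 3 SD, cut at about 45% in these data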; note: values of inactives mirror those of a sister screen read the other way
An asterisk follows results filed as active; . = no result given.

Molecule	STAT3 act	FLuc act counter	FLuc inhib CS	NF-kB expr up	STAT3 inh	STAT1 act	APP 5'UTR act	STAT1 blocker	ROMK primary	APP transl inh
Cc1cc(C(=O)N2CCCC(CCC(=O)N3CCN(c4ccccn4)CC3)C2)c(C)o1 (configuration not stated)	94	1	-4	3.2	11	95	2	4	-0.47	-2
BrC(=C\c1ccccc1)/C=N/Nc1nc2ccccc2[nH]1	112	0.6	41	3	-17	127	4	-28	0.25	-4
Cn1c(N2CCN(C(=O)NC34CC5CC(CC(C5)C3)C4)CC2)nc2ccccc21	98	1.1	-8	1.3	6	96	37	0	0.25	-37
CCCCCOC(=O)C1=C(C)Nc2nnnn2C1c1ccccc1Cl (configuration not stated)	103	1	-4	1	4	98	-9	2	-0.59	9
COc1ccc(S(=O)(=O)NCCc2ccccc2)cc1	102	1.1	-6	1.3	-2	102	.	-1	0.28	.
CCc1nn(-c2cc(Oc3cccc4ccccc34)nc(-c3ccccc3)n2)c(N)c1C#N	104	1	-3	1.1	5	92	-18	11	.	18
Cc1ccc(NC2=C(Cl)C(=O)OC2OC(=O)c2ccco2)c(C)c1 (configuration not stated)	101	.	.	1	1	93	4	6	5.2e-05	-4
COc1ccc(CN(C(=O)c2oc3ccccc3c2C)C2CCS(=O)(=O)C2)cc1OC (configuration not stated)	105	1	-1	0.69	-4	98	8	2	.	-8
COc1ccccc1NS(=O)(=O)c1cc(C(=O)NCc2ccco2)ccc1C	100	1.1	-9	0.95	1	99	5	1	-0.34	-5
CC(C)(C)c1ccc(C(=O)N/C(=C\c2cccs2)C(=O)NCc2ccco2)cc1	110	1	-3	0.77	-2	104	-12	-4	.	12
COc1ccc(-n2c(Cc3cccs3)nnc2SCC(=O)Nc2ccc3c(c2)OCCO3)cc1	96	1.1	-7	0.86	8	87	17	14	-0.72	-17
Cc1ccsc1C(=O)OCC(=O)N1CCc2ccccc2C1	91	0.7	29	1.1	16	144*	63	-49	-2.1	-63
OCCCNC(c1ccccc1)c1ccc(O)cc1 (configuration not stated)	99	1.1	-11	1.5	6	105	5	-6	.	-5
Cc1cc(NC(=O)c2cc(-c3cccs3)on2)nn1Cc1ccc(Cl)cc1	60	1	-2	1.1	47*	109	14	-10	0.47	-14
O=C(Cn1cnc2ccccc2c1=O)Nc1ccccc1N1CCOCC1	101	1.1	-7	1	6	104	18	-6	-0.29	-18
CCOC(=O)c1c(NC(=O)c2cccnc2)sc(C(C)=O)c1C	103	1	-2	1.1	0	100	-18	0	.	18
COc1ccc(NC(=O)CSc2nnc(C3CC3)n2-c2ccccc2)cc1	98	1	-3	1.1	6	95	-25	6	.	25
COc1ccc(-c2cc(C(=O)Nc3sc4c(c3C#N)CCCC4)c3ccccc3n2)cc1OC	98	1	-5	0.73	11	108	-6	-3	.	6
CCOC(=O)CN1N=C(c2ccc(Cl)s2)CSC1=O	103	1	-1	0.99	-7	93	7	8	-0.18	-7
CCCOc1ccc(N2C(=O)CC(SCCN)C2=O)cc1 (configuration not stated)	97	0.5	47	2.6	8	113	71	-14	.	-71
COc1ccccc1NC(=O)CSc1nc(O)c(Cc2ccccc2)c(=O)[nH]1	93	1.1	-6	1.1	13	95	-14	6	0.027	14
Cc1ccc2nc(C)cc(C(=O)OCC(=O)Nc3cccnc3Cl)c2c1	101	1.1	-6	1	8	89	8	10	0.21	-8
Cc1ccc(Cn2nnc(C(=O)Nc3cc(C)ccc3C)c2N)cc1	89	1.1	-6	0.93	18	96	-1	4	.	1
COC(=O)c1c(SCc2ccc(C#N)cc2)nc(=O)[nH]c1C	104	1	0	0.95	5	100	1	0	0.44	-1
Cc1cc(=O)oc2cc(OCC3CC(c4ccc(Br)cc4)=NO3)ccc12 (configuration not stated)	88	1.1	-6	0.97	16	102	-7	-3	.	7
O=C1CCC(/C=C/c2ccccc2)=NN1Cc1ccccc1Cl	97	1.1	-6	0.9	10	94	.	7	0.47	.
CCOC(=O)C1(Cc2cccc(OC)c2)CCN(C2CCOCC2)CC1	105	1.1	-5	1.1	-2	98	1	2	.	-1
CCC(C)NS(=O)(=O)c1ccc(S(=O)(=O)N(CC(=O)Nc2ccccc2)CC2CCCO2)cc1 (configuration not stated)	105	1.1	-6	1.4	0	98	-3	3	-0.13	3
CN(Cc1ccccc1)S(=O)(=O)c1ccc(NS(C)(=O)=O)cc1	94	1.1	-7	1	11	100	7	0	.	-7
Cc1cnc(NC(=O)CC2CCCC2)s1	99	0.9	14	1.9	5	128	41	-32	-0.092	-41

Given with each value named: two of the compounds above
Cc1cc(=O)oc2cc(OCC3CC(c4ccc(Br)cc4)=NO3)ccc12 (configuration not stated)
- STAT3 act: 88
- FLuc act counter: 1.1
- FLuc inhib CS: -6
- NF-kB expr up: 0.97
- STAT3 inh: 16
- STAT1 act: 102
- APP 5'UTR act: -7
- STAT1 blocker: -3
- ROMK primary: .
- APP transl inh: 7
O=C1CCC(/C=C/c2ccccc2)=NN1Cc1ccccc1Cl
- STAT3 act: 97
- FLuc act counter: 1.1
- FLuc inhib CS: -6
- NF-kB expr up: 0.9
- STAT3 inh: 10
- STAT1 act: 94
- APP 5'UTR act: .
- STAT1 blocker: 7
- ROMK primary: 0.47
- APP transl inh: .

Next section:
Molecule	STAT3 act	FLuc act counter	FLuc inhib CS	NF-kB expr up	STAT3 inh	STAT1 act	APP 5'UTR act	STAT1 blocker	ROMK primary	APP transl inh
CCCCNC(=O)c1cc(C)no1	101	1.1	-5	0.99	0	101	2	-2	.	-2
COc1ccc(Cl)cc1NC(=O)C12CCC(C)(C(=O)O1)C2(C)C (configuration not stated)	90	1	-4	1	16	102	25	-2	.	-25
Cc1cc(NC(=O)c2cncc(Br)c2)n(-c2ccccn2)n1	91	1	-4	0.91	11	100	-4	1	-0.12	4
O=C(O)/C=C/C(=O)NNC(=O)c1ccccc1Br	109	1	-4	0.96	-11	100	-5	0	.	6
CCc1nnc(N2C(=O)c3cccc4cccc(c34)C2=O)s1	135*	1	2	1.5	-41	97	-12	3	.	12
CC(C)(C)C(=O)Nc1cc2nn(-c3ccccc3)nc2cc1Cl	15	0	97*	0.17	104*	24	9	83*	.	-8
COc1ccc(CCNC(=O)c2ccc3nc(-c4ccco4)c(-c4ccco4)nc3c2)cc1OC	98	1	2	0.6	5	104	12	-4	-0.12	-12
Cc1ccccc1NC(=O)CN1C(=O)S/C(=C\c2cccn2-c2cccc(C(=O)O)c2)C1=O	105	1	-3	0.86	4	98	-18	4	.	18
CCOc1ccccc1NC(=O)CCC(=O)Nc1ccccc1OCC	97	1	1	0.97	4	106	-4	-7	-0.99	4
O=C(CSc1nnc(CNc2ccc(F)cc2)o1)c1ccccc1	102	1.1	-6	1.4	2	99	5	0	-0.77	-5
O=C(c1ccc(Cl)c(S(=O)(=O)NCc2ccco2)c1)N1CCN(c2ccc(F)cc2)CC1	103	1	-4	0.79	-3	102	-14	-2	-0.1	14
COc1cccc(/C=C/C(=O)OCC(=O)Nc2cccc(S(=O)(=O)N3CCOCC3)c2)c1OC	93	1	-1	0.98	14	98	6	1	-0.68	-6
Cc1cc(Br)ccc1OCCn1ccnc1	98	1.1	-6	0.88	0	103	21	-3	0.16	-21
Cc1cc(C)cc(N(C(=O)c2cc3ccccc3oc2=O)C2C=CS(=O)(=O)C2)c1 (configuration not stated)	99	1.1	-8	1.1	5	95	0	6	.	0
COc1ccc(C(O)c2nccn2C)cc1 (configuration not stated)	103	1	-3	1.3	2	101	7	-1	0.33	-7
O=c1c(Cc2ccc(F)cc2)c(O)ccn1Cc1ccc(Cl)cc1Cl	88	1	-1	0.85	20	102	7	-2	.	-6
CC1(C)CC(=O)CC2(C1)NCC(c1ccccc1)c1c2[nH]c2ccccc12 (configuration not stated)	98	1	-3	0.58	6	94	1	4	0.0068	-1
Cc1cc2occ(CC(=O)NC3CCCc4ccccc43)c2cc1C (configuration not stated)	97	1	0	0.94	6	100	8	0	-0.5	-8
CC(C)CNS(=O)(=O)c1ccc(CCC(=O)N2CCCC2)cc1	95	1.1	-8	1.1	17	96	-7	3	0.63	7
Cc1cccc(CCNc2nc3ccccc3n3nnnc23)c1	92	1	-4	0.99	18	99	10	0	.	-10
CCC(C(=O)NC1CCCCC1)n1c(SCc2cccc(C)c2)nc2ccncc21 (configuration not stated)	96	0.3	68*	0.97	4	106	6	-6	0.64	-6
Cc1ccc(N2C(=O)CSC23C(=O)Nc2ccccc23)cc1 (configuration not stated)	106	1	0	1.4	-4	99	-9	1	0.59	9
Cc1cccc(NC(=S)NC(=O)CCc2ccccc2)c1	109	1.1	-8	1.3	1	110	-4	-11	.	4
CCC(C)NC(=O)c1ccccc1NC(=O)C1COc2ccccc2O1 (configuration not stated)	101	1	-4	0.89	3	102	12	-3	-0.74	-12
O=C(O)[C@H]1CCCC[C@H]1C(=O)Nc1cc([N+](=O)[O-])ccc1F	98	1	-4	0.93	5	99	19	1	.	-19
CCN(CCC(=O)Nc1cc(OC)cc(OC)c1)Cc1ccccc1	98	1	1	1.1	6	106	11	-7	.	-11
COc1ccc(CCN(C)C(=O)c2ccc(S(=O)(=O)NCc3ccco3)cc2)cc1OC	96	1	-3	0.96	9	108	-2	-9	0.59	2
C/C(=N\NC(=O)c1ccc([N+](=O)[O-])cc1)c1cc2ccccc2oc1=O	102	1	-2	1.1	-3	100	-12	0	.	12
NC(=O)C1CCN(C2CC(=O)N(Cc3cccs3)C2=O)CC1 (configuration not stated)	106	1	0	0.97	-1	93	-7	8	1.4	7
